Bioassay records: PubChem BioAssay, National Center for Advancing Translational Sciences (NCATS)
ERK EGF block = blocks ERK signaling stimulated by EGF. HEK293-V1b, EGF-stimulated phospho-ERK AlphaScreen. Potency, µM (series often up to 11.5 µM), for the others: top-dose activity change, negative = inhibition, actives largely listed as inhibitors. hit rate 0.41% among 130,000. AID 1454; active = well fitted inhibition curve with a large enough effect; inconclusive = small, poorly fitted or top-dose-only effect, or effect the other way;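 note: plate controls were stimulated vehicle wells for no effect and unstimulated vehicle basal for full effect; nearly all actives have a fitted effect of over 55% in size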
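In this qHTS, HEK293 cells with stable type-1 vasopressin (V1b) receptor were exposed to compound at 37C for 30 min, stimulated 5 min with EGF at 25 nM, lysed, and probed for phospho-ERK by AlphaScreen.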
* hit, by the source's call; ? = inconclusive; & = joins results of further samples; [ ] = dose if it differs, or a comment. Potency is the fitted concentration of half-maximal effect.

SMILES,ERK EGF block
O=S(Cc1ccc(Cl)cc1)c1ncc(CO)n1Cc1ccccc1 (configuration not stated),?
CC1CC(C)CN(S(=O)(=O)c2ccc(C(=O)N(c3ccccn3)C3CCCCC3)cc2)C1 (configuration not stated),-5%
COc1ccccc1CNC(=O)c1cc2c(=O)[nH]c3ccccc3c2n1C,42%
C/C(CCS(=O)(=O)c1ccccc1)=N/O,-10%
CC(NC(=O)c1cccc(Br)c1)c1ccccc1 (configuration not stated),18%
CC(=O)Oc1ccccc1C(=O)Oc1ccccc1C(=O)O,-10%
COc1ccc(N(CC(=O)N/N=C/c2ccco2)S(=O)(=O)c2ccccc2)cc1Cl,-15%[57.5 µM]
CCOC(=O)C1CCCN(C(=O)c2ccccc2[N+](=O)[O-])C1 (configuration not stated),-6%
NC1=NC(c2ccc(Cl)cc2)N(c2ccc(S(N)(=O)=O)cc2)C(N)=N1 (configuration not stated),-1%[57.5 µM]
CCC(O)(C#CCN1CCCCC1)CC,1%
N=c1c(-c2nc3ccccc3[nH]2)cc(C(=O)c2cccs2)nn1-c1ccccc1,4%
COc1ccc(N2C(=O)C3ON(C4SC(=S)N(C)C4(C)C)C(c4ccc(Cl)cc4)C3C2=O)cc1 (configuration not stated),-8%
CCOC(=O)c1c(-c2ccccc2)csc1NC(=S)N(CC)CC,2%
COc1cc(/C=C/C(=O)Nc2ccc(C(C)=O)cc2)cc(OC)c1OC,1%
O=C(O)CCC(=O)N1N=C(c2ccco2)CC1c1cccs1 (configuration not stated),-5%
O=C(Cc1ccccc1)c1c[nH]c(C(=O)NCc2ccncc2)c1,-4%
C/C(=N/NC(=O)c1ccc(Br)o1)c1ccc(C)o1,6%
COc1cc(/C=N/NC(=O)c2ccc(O)cc2)ccc1Oc1ccc([N+](=O)[O-])cn1,-4%
CCOc1ccc(NS(=O)(=O)c2ccc3c(c2)N(C(C)=O)CC3)cc1,-6%
NS(=O)(=O)c1cccc(NC(=S)NC(=O)C23CC4CC(CC(C4)C2)C3)c1,-5%
CN1CCOC(=O)/C1=N/Nc1cc(Cl)ccc1Cl,?
Cc1cccc2c(CCNC(=O)c3ccc([N+](=O)[O-])cc3)c[nH]c12,-3%
CCOCCCn1c(=S)[nH]c2cc(C(=O)N3CCC(C(N)=O)(N4CCCCC4)CC3)ccc2c1=O,-2%
CN1CCCC2(CCCN(Cc3nc(Cc4cccc(C(F)(F)F)c4)no3)C2)C1 (configuration not stated),1%
CC(=O)NCc1cn2c(C)csc2n1,5%
CCC1CCc2c(n(C)c3ccccc3c2=O)O1 (configuration not stated),-16%
CC(C)=C1C(=O)C(c2ccccc2)=C2CN3C(=O)N(CCc4ccccc4)C(=O)[C@]3(Cc3ccccc3)[C@H]21,4%
COc1ccc(CNCC(=O)Nc2cc(C)nn2-c2nc(C)cc(C)n2)cc1OC,-12%[57.5 µM]
COc1ccc(OCC(N)=O)cc1,3%
CCOc1ccccc1NC(=S)N(CCN(C)C)C(C)c1ccncc1 (configuration not stated),14%
COc1cccc(N/C(N)=N/c2nc(C(F)(F)F)cc(C(F)(F)F)n2)c1,-4%
CCCCCCCCSc1nnc(/N=C/N(C)C)s1,-7%[57.5 µM]
CCn1c(SCC(=O)N2CCN(c3cccc(Cl)c3)CC2)nc2ccccc2c1=O,10%
CSc1c2c(nc3ncnn13)CCC2,2%
O=C(c1csnn1)N1CCC2(CC1)CCN(c1ncccn1)CC2,-2%
Cc1cc(C(=O)Nc2ccc(C)c(S(=O)(=O)N3CCOCC3)c2)c(C)o1,-7%
N/C(CCS(=O)(=O)c1ccc(Cl)cc1)=N\OC(=O)c1ccc(Cl)cc1,4%[57.5 µM]
CC1=NN(c2ccccc2)C(=O)C1=C(C)C,-4%
O=C(O)CCCn1c(=S)[nH]c2c(sc3ccc([N+](=O)[O-])cc32)c1=O,3%
CCc1cc2c(SCc3nc4sc(C(C)=O)c(C)c4c(=O)[nH]3)ncnc2s1,2%[57.5 µM]
Cc1ccc2[nH]c(C)c(CCNC(=O)c3c(N)no[n+]3[O-])c2c1,-11%
CC(=O)Nc1cccc(/C(C)=N/NC(=O)c2cccc(S(=O)(=O)N3CCOCC3)c2)c1,-3%
COc1ccc(Cn2nnnc2CN2CCN(c3ccc(OC)cc3)CC2)cc1,-12%[57.5 µM]
S=C(N=Nc1ccccc1)NNc1ccccc1,?
CC(=O)c1cc2c(cc1NS(=O)(=O)c1ccccc1F)OCO2,27%
C[C@@H]1CN(C(=O)c2nc3ccc(Cl)cn3c2CN[C@H]2CCCCNC2=O)C[C@H](C)O1,-12%
CC1(C)C(C=C(Cl)Cl)C1C(=O)N(Cc1ccc(Cl)cc1)C1CCS(=O)(=O)C1 (configuration not stated),7%
CC(Cc1ccccc1)C(=O)N(C)Cc1ccccc1 (configuration not stated),1%&-1%
CCOc1ccc2c(c1)-c1c(ssc1=S)C(C)(C)N2C(=O)CSC1=NCCS1,18µM*
COC(=O)c1cc(=O)n(-c2ccccc2)c(=Nc2ccccc2)s1,-2%
O=C(/C=C/c1ccc(Cl)cc1)Nc1ccc(S(=O)(=O)Nc2ncccn2)cc1,2%
O=S(=O)(Nc1cccc(S(=O)(=O)N2CCOCC2)c1)c1ccc(Cl)s1,-5%
N#Cc1c(-c2ccccc2)nc(N2CCOCC2)[nH]c1=O,0%
CC(C)n1c(O)c(/C=C2\C=NN=C2c2ccccc2)sc1=S,-12%[57.5 µM]
CCCNC(=O)OC[C@H]1O[C@H](CCO/N=C/c2ccc(C(=O)N3[C@H](c4ccc(C)cc4)[C@@H](C)CC[C@H]3C(=O)OC)cc2)C=C[C@@H]1Oc1ccc(OC)cc1,-3%
CNc1ccc(Br)cc(C(=O)/C=C/c2cccc(OC)c2OC)c1=O,-4%
Cc1ccc(N(CC(=O)NC(C)(C)C)C(=O)CNC(=O)c2cccs2)c(C)c1,-5%
Nc1nonc1NC(=O)NN=C1CCCCC1,7%
CC1(C2CC(C(F)(F)F)n3nc(C(=O)O)cc3N2)CC1 (configuration not stated),0%
COc1ccccc1CNC(=O)C1(NC(=O)Nc2ccc(C)cc2)CCCCC1,-2%

(more compounds)
SMILES,ERK EGF block
CC(C)c1ccc(NC(=O)CSc2n[nH]c(=O)n2-c2ccc3c(c2)OCCO3)cc1,22%[57.5 µM]
COCC(=O)N(CCN(C)C)Cc1cc2cc3c(cc2nc1Cl)OCO3,-2%
CCOC(=O)CSc1nc2cccnc2n1C,-12%
COc1ccc(CCn2c(SCCN3CCCCC3)nc3ccccc3c2=O)cc1OC,9%
Cc1cccc(-c2nnc(SCC#N)n2-c2cccc(Cl)c2)c1,-4%
Cc1occc1C(=O)N/N=C/C1=C(N2CCOCC2)C(=C\c2ccc(Cl)cc2)/CC1,5%
O=C(Cn1cnc2ccccc2c1=O)c1ccc(Cl)cc1,3%
Cc1cccc(C2C3=C(Nc4[nH]n(-c5ccccc5)c(=O)c42)c2ccccc2C3=O)c1 (configuration not stated),-3%
NC(=O)N/N=C/c1cn(CC(=O)Nc2ccc(F)cc2)c2ccccc12,4%[57.5 µM]
CCN(CC)CCCNC(=S)N(Cc1cccnc1)Cc1cc2cc(C)cc(C)c2[nH]c1=O,-1%
N/C(=N\N=C\c1ccc(O)cc1)c1nonc1N,-6%
CN1CCN(CC(=O)Nc2c(C#N)cnn2-c2ccccc2)CC1,7%[57.5 µM]
CN(C)c1ccc(NC(=O)c2cccc(C(=O)Nc3ccc(N(C)C)cc3)n2)cc1,?
NC(N)=NC(=O)c1nc(Cl)c(N)nc1N,16%
O=C(Cc1cccc(C(F)(F)F)c1)NCc1cccc(Cl)c1,-15%
Cn1c(O)c(N=NC(=O)c2cccc(S(=O)(=O)N3CCCCC3)c2)c2ccccc21,?
COc1ccc(-c2[nH]ncc2CN2CCCO2)cc1F,-17%
COc1cc(/C=C(\NC(=O)c2ccccc2)C(=O)NCCO)c([N+](=O)[O-])cc1OC,-3%
COc1cccc(CN2CCNC(=O)C2CC(=O)NCCOc2cccnc2)c1 (configuration not stated),-2%
N#C/C(=C\c1cccc(NC(=O)c2ccccc2Cl)c1)C(=O)NCCc1ccccc1,-3%
COC(C(=O)Nc1ccc(F)cc1)c1ccccc1 (configuration not stated),4%
COc1cc(C(=O)NC2CCCc3ccccc32)ccc1OCC(=O)Nc1ccc(F)cc1 (configuration not stated),-4%
CC(/C=C/c1ccc(N(C)C)cc1)=N/N=C1/NC(=O)CC(C(=O)Nc2ccc(Cl)cc2)S1 (configuration not stated),7%
CC(=O)Nc1ccccc1C(=O)C(=O)Nc1cccc(Br)c1,-4%
COc1cccc(C(=O)Nc2cccc(C(=O)NCC(C)C)c2)c1,-2%
CC(C)CC(=O)Nc1ccc2c3c(cccc13)CC2,4%
Cc1ccc2cc(C#N)c(NCCNC(=S)NCCCN(C)C)nc2c1C,1%
O=C(CCn1c(=S)oc2ccccc21)N1CCN(c2ccc(F)cc2)CC1,2%[57.5 µM]
COc1cccc(CNC(=O)CCC2CCCN(C(=O)c3ccc(C)nc3)C2)c1 (configuration not stated),-3%
COc1ccc2nc(/C(C#N)=C\c3ccc(Oc4ccc([N+](=O)[O-])cn4)cc3)[nH]c2c1,-11%

Quoted at random: two records from the list
SMILES,ERK EGF block
CCOc1ccc2c(c1)-c1c(ssc1=S)C(C)(C)N2C(=O)CSC1=NCCS1,18µM*
COc1ccc(-c2[nH]ncc2CN2CCCO2)cc1F,-17%

More structures follow.
Cc1cccc(N/C=C(\[N+](=O)[O-])S(=O)(=O)c2ccccc2)c1C
  ERK EGF block: -7%

O=C1S/C(=C\c2ccc(Cl)cc2)C(=O)N1CCn1cnnn1
  ERK EGF block: -5%

O=C(O)C1CCCN(S(=O)(=O)c2ccc3c(c2)OCCO3)C1 (configuration not stated)
  ERK EGF block: 1%

CC(=O)[C@@]1(O)CC[C@H]2[C@@H]3CCC4=CC(=O)CC[C@]4(C)[C@H]3CC[C@@]21C
  ERK EGF block: 2%[57.5 µM]

CCn1c(SCC(=O)Nc2ccc(C)cc2)nnc1-c1ccc(O)cc1
  ERK EGF block: -8%

O=C(NNC(=O)c1ccccc1[N+](=O)[O-])Nc1ccccc1C(F)(F)F
  ERK EGF block: -11%

Cc1cccc(C)c1NC(=O)c1cc(S(=O)(=O)N2CCOCC2)ccc1F
  ERK EGF block: 6%

CN(C)/C=C/C(=O)c1ccc(Br)s1
  ERK EGF block: -4%

CCCCNc1nc2sc3c(c2c(=O)n1-c1cccc(Cl)c1)CCN(C)C3
  ERK EGF block: -7%[57.5 µM]

CC(C)c1nc2sc(C(=O)O)c(N)c2c2c1CCCC2
  ERK EGF block: 1%[57.5 µM]

CCc1cc2c3c(c1)C1(C(=O)N3C(C)(C)CC2C)C(C#N)=C(N)N2C(=C1C#N)Nc1ccccc12 (configuration not stated)
  ERK EGF block: -2%

Cc1ccccc1S(=O)(=O)NC1OC(=O)C(Oc2ccccc2)=C1Br (configuration not stated)
  ERK EGF block: 2%

CCN(CC)S(=O)(=O)c1ccc(N2CCOCC2)c(NC(=O)CCC2CCCCC2)c1
  ERK EGF block: 4%

CN(C)CCNc1cnn(-c2ccccc2)c(=O)c1Cl
  ERK EGF block: 7%

CO/N=C/c1ccc(OC)c(Oc2nc(OC)cc(OC)n2)c1
  ERK EGF block: 0%

COc1cc(OC)cc(C(=O)NCCSc2c[nH]c3ccccc23)c1
  ERK EGF block: -5%[57.5 µM]

CN1CCN(c2cc(-c3ccc(N(C)C)cc3)ncn2)CC1
  ERK EGF block: 11%

CN1C2CCC1CC(OC(=O)C(CO)c1ccccc1)C2 (configuration not stated)
  ERK EGF block: 5%&12%&16%&5%

COc1cccc2cc(S(=O)(=O)c3ccccc3)c(=Nc3ccc4c(c3)OCCO4)oc12
  ERK EGF block: ?

O=c1cc(C(F)(F)F)nc(-c2cccnc2)[nH]1
  ERK EGF block: -4%

COc1cccc2cc(-c3ccccc3)c(=O)oc12
  ERK EGF block: -16%[57.5 µM]

Cc1ccc(CSCC(=O)NCc2cccnc2)cc1
  ERK EGF block: 2%

COc1cc(N=C(N)N=C(N)N)cc(OC)c1
  ERK EGF block: -2%

Cc1ccc(C(=O)O/N=C2/CC3CCC2(C)[C@@]3(C)CBr)cc1 (some centres not stated)
  ERK EGF block: 4%[57.5 µM]

Entries listed so far that contain fluorine:
CN1CCCC2(CCCN(Cc3nc(Cc4cccc(C(F)(F)F)c4)no3)C2)C1 (configuration not stated)
  ERK EGF block: 1%

COc1cccc(N/C(N)=N/c2nc(C(F)(F)F)cc(C(F)(F)F)n2)c1
  ERK EGF block: -4%

CC(=O)c1cc2c(cc1NS(=O)(=O)c1ccccc1F)OCO2
  ERK EGF block: 27%

CC1(C2CC(C(F)(F)F)n3nc(C(=O)O)cc3N2)CC1 (configuration not stated)
  ERK EGF block: 0%

NC(=O)N/N=C/c1cn(CC(=O)Nc2ccc(F)cc2)c2ccccc12
  ERK EGF block: 4%[57.5 µM]

O=C(Cc1cccc(C(F)(F)F)c1)NCc1cccc(Cl)c1
  ERK EGF block: -15%

COc1ccc(-c2[nH]ncc2CN2CCCO2)cc1F
  ERK EGF block: -17%

COC(C(=O)Nc1ccc(F)cc1)c1ccccc1 (configuration not stated)
  ERK EGF block: 4%

COc1cc(C(=O)NC2CCCc3ccccc32)ccc1OCC(=O)Nc1ccc(F)cc1 (configuration not stated)
  ERK EGF block: -4%

O=C(CCn1c(=S)oc2ccccc21)N1CCN(c2ccc(F)cc2)CC1
  ERK EGF block: 2%[57.5 µM]

O=C(NNC(=O)c1ccccc1[N+](=O)[O-])Nc1ccccc1C(F)(F)F
  ERK EGF block: -11%

Cc1cccc(C)c1NC(=O)c1cc(S(=O)(=O)N2CCOCC2)ccc1F
  ERK EGF block: 6%

O=c1cc(C(F)(F)F)nc(-c2cccnc2)[nH]1
  ERK EGF block: -4%

A portion of the library; the hit share may differ from the screen's.
